# Bioassay records deposited in PubChem by several laboratories.
# SUMO1-SIM PPI: modulators of human SUMO1-mediated protein-protein interactions; P63165; SUMO1 binding to a labelled peptide, TR-FRET, 1 h; inhibition, % at 20 µM; 360,000 tested, 0.33% active; in the data active = inhibition above about 37%
# Scp-1 inhibitor: blocks human Scp-1 phosphatase activity. Q9GZU7. Recombinant Scp1, phosphopeptide, malachite green phosphate absorbance. inhibition, % at 20 µM. 340,000 tested, 0.88% active. AID 493091;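 active = inhibition above about 50% at 20 µM, limit read from the data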;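 note: plate controls were DMSO wells with enzyme for no effect and wells lacking enzyme for full effect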
# Target sequence (Q9GZU7 76-261 limits assumed): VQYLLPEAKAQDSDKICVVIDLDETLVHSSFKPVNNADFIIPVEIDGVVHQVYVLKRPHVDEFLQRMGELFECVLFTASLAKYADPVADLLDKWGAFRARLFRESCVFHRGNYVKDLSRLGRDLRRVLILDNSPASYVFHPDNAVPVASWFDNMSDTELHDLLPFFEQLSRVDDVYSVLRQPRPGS
#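 assay system = SCP-1 phosphatase catalytic domain, residues 76-261 | buffer or medium = 50 mM Tris acetate pH 5.5, 0.005% Tween-20, 10 mM MgCl2 | incubation = enzyme reaction 45 min at room temperature, colour 5 min, stabilisation 30 min | signal = Phosphate-binding colour reagent, absorbance read at 630 nm | measure = % inhibition at 20 µM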
# Neddyl block: inhibitors of human cullin neddylation. P61081+Q13564. TR-FRET cullin neddylation, biochemical. calls only at 25 µM. 360,000 tested, 0.58% active. AID 651699; in the data active = inhibition above about 36%
# Rin1 Abl inh: inhibitors of human Rin1-Abl protein interaction; AID 588664; TR-FRET Rin1/Abl binding, biochemical; P00519+Q13671; inhibition, % at 7.35 µM; 360,000 tested, 0.4% active; in the data active = inhibition above about 5%, passing the limit was not always enough
# DNMT1 inh: blocks human DNA methyltransferase DNMT1 | inhibition (reported as % activation of signal), % at 10 µM | P26358 | DNMT1 molecular beacon, Hinp1I cleavage, fluorescence | 360,000 tested, 0.83% active; in the data active = inhibition above about 50%
# LMPTP block: LMPTP (human) inhibition; P24666; recombinant LMPTP-A, OMFP fluorogenic substrate, fluorescence intensity; inhibition, % at 20 µM; 360,000 tested, 0.22% active; AID 651560;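 active = compounds that cut the enzyme signal by at least half of the control window in the single-dose screen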;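 note: plate controls were DMSO wells with enzyme plus substrate for no effect and substrate without enzyme for full effect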
#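 Assay system: LMPTP-A, protein tyrosine phosphatase of low molecular weight / Medium: pH 6.0 Bis-Tris buffer with DTT and Triton X-100 / Schedule: 50 min enzyme reaction at room temperature, protected from light / Measured by: endpoint fluorescence intensity from OMFP dephosphorylation / Read-out basis: % inhibition relative to no-enzyme and uninhibited control wells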
# CSN deneddyl inh: CSN deneddylation inhibition | Purified CSN, SCF-Nedd8-OG deneddylation, fluorescence polarization | Q92905 | 360,000 tested, 0.38% active | inhibition, % at 12.5 µM;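 active = pattern-corrected inhibition above about 35%, with an unprinted fluorescence ratio check between 0.5 and 1.5, limit read from the data, passing the limit was not always enough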;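 note: 0% = enzyme with substrate and 100% = substrate without enzyme; some results filed as inactive read as strong as hits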
# Target sequence (Q92905 whole entry, looked up, one chain of several): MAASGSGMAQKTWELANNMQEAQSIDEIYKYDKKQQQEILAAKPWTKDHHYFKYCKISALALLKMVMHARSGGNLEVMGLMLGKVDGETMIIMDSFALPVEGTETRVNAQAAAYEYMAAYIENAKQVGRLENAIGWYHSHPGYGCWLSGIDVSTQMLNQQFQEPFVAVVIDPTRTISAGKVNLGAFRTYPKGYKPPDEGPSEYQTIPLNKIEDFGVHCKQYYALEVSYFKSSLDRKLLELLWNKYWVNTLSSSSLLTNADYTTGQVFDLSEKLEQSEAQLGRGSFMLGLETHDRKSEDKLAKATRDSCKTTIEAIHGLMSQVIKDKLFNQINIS
#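 Schedule: reaction 90 min, room temperature / Assay system: HEK293T-derived human Csn5 enzyme / Input: Csn5 at 0.24 nM final / Measure: inhibition of Csn5 cleavage, % / Control set: substrate-only high control, full reaction low control / Technique: fluorescence polarization of the substrate / Buffer or medium: Tris/NaCl/DTT buffer, pH 7.5 / Reagent: SCFSkp2-Nedd8OG substrate at 10 nM final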
# NadD block: NadD (S. aureus) enzyme inhibition. purified NadD enzyme, colorimetric absorbance read-out. inhibition, % at 20 µM. 360,000 tested, 0.78% active. AID 602399; in the data active = inhibition above about 26%; note: some compounds past the cut are filed as inactive
# STEP inh: STEP (human) phosphatase inhibition; AID 588621; 360,000 tested, 0.25% active; P54829; recombinant STEP, OMFP fluorogenic substrate, fluorescence; inhibition, % at 20 µM;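 active = inhibition at 20 µM, scaled per plate between control wells, above about 37%, limit read from the data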;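 note: 0% = DMSO with enzyme and substrate and 100% = substrate only without enzyme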
# Target sequence (P54829 whole entry, looked up): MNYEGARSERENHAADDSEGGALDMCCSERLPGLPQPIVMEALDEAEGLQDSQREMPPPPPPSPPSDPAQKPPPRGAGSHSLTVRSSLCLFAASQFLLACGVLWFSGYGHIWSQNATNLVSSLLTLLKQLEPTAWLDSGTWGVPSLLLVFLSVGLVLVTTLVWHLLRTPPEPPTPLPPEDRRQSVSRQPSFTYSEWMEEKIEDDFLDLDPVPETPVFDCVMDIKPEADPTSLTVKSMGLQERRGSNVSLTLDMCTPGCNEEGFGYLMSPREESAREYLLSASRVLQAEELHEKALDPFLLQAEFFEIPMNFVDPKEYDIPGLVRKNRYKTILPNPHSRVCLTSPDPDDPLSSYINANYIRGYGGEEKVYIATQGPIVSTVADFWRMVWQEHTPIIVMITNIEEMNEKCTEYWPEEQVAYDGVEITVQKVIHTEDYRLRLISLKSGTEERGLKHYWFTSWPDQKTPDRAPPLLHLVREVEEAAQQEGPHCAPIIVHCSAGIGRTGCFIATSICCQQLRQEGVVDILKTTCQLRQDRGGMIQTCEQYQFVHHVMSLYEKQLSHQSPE
#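 medium = Bis-Tris buffer pH 6.0, 2.5 mM DTT, 0.005% Tween 20 | test system = STEP (striatal-enriched tyrosine phosphatase) enzyme, cell-free | measure = normalized % inhibition | compound dosing = 20 µM, 1% DMSO | also added = 25 µM OMFP | schedule = reaction 20 min, ambient temperature | measured by = fluorescence read at 480 nm ex / 540 nm em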
# Rpn11 block: Rpn11 (human) deubiquitinase inhibition. O00487. human 26S proteasome, Ub4-pepOG fluorescence polarization; 20S core pre-blocked with epoxomicin. calls only at 20 µM. 360,000 tested, 0.59% active. AID 588493;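 active = inhibition at 20 µM, scaled to each plate's controls, above about 33%, limit read from the data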
# An asterisk follows results filed as active; i = inactive; / = not tested or not shown.
# Below each SMILES: Rin1 Abl inh	Neddyl block	CSN deneddyl inh	Rpn11 block	DNMT1 inh	LMPTP block	SUMO1-SIM PPI	Scp-1 inhibitor	NadD block	STEP inh
- CCOC(=O)c1c(NC(=O)CN2CCCc3ccccc32)sc(C)c1C
→ 0.6	i	-7.4	i	-3.8	3.4	-0.5	-10.1	-6.1	4.8
- COc1cc(/C=N/Nc2nc(-c3ccc(S(=O)(=O)N(C)C)cc3)cs2)ccc1O
→ -2.8	i	-2.2	i	-25.6	0.4	-1.9	6.0	3.4	-1.8
- Cc1ccccc1NC(=O)CN1C(=O)NC(C)(CCc2ccccc2)C1=O (stereo not drawn)
→ 5.3	i	-9.3	i	-0.7	0.5	-0.7	2.7	-3.2	1.1
- N#Cc1ccc(C(=O)N2CCCCC2c2cc(C(=O)Nc3ccccc3Cl)no2)cc1 (stereo not drawn)
→ -1.5	i	-1.9	i	3.3	0.0	-2.1	/	4.8	0.2
- CCN1CCN(C(=O)CSc2nc(N)cc(N)n2)CC1
→ 0.5	i	-1.5	i	0.3	-2.5	11.2	-0.8	-2.7	-0.5
- Cn1c(=O)n(Cc2ccccc2)c(=O)c2c1nc1n2CCN1Cc1ccco1
→ 1.0	i	0.6	i	3.3	1.5	9.2	6.4	-3.2	-0.5
- COc1ccc(OC)c(C2=NS(=O)(=O)N(C)C(C(=O)NCc3ccco3)=C2)c1
→ -0.2	i	-0.4	i	0.5	0.2	-21.3	-8.6	-4.3	2.6
- COCCn1c(=S)[nH]c2ccccc21
→ -1.6	i	3.9	i	-0.8	-1.3	-0.4	-12.5	-6.2	3.0
- COc1ccc(C(=O)c2[nH]c(N)c(C(=O)NCCc3c[nH]c4ccccc34)c2-c2ccc(C(F)(F)F)cc2)cc1
→ /	i	0.7	/	/	0.3	0.0	/	27.7	/
- COc1ccc(/C=N/NC2=NCCCCC2)cc1
→ 2.7	i	-0.2	i	-1.2	0.0	-4.3	3.5	0.0	0.8
- COCCN1C(=O)/C(=C/c2ccc(N3CCCC3)cc2)SC1=S
→ -3.8	i	103.5	/	12.0	4.0	-14.9	-2.7	7.3	-27.7
- Cc1cc(NC(=S)N(Cc2ccc(Cl)cc2)Cc2ccc(C(=O)O)cc2)ccc1Cl
→ 5.0	i	5.2	i	-1.9	1.3	5.2	-10.1	17.5	2.3
- CCOc1ccc2oc(C(=O)NC(C)(C)CC)c(C)c2c1
→ 2.3	/	2.9	i	1.2	-0.4	-1.6	-8.6	-4.1	-0.8
- CCCN(CCC)CCCOC(=O)c1ccc(Cl)cc1Cl
→ 1.1	i	1.4	i	1.2	0.3	3.2	-1.2	-5.9	2.6
- CCOc1ccc(-c2csc(NNC3=NCCCCC3)n2)cc1
→ 2.8	i	-12.6	i	-7.5	-0.4	-9.9	-3.2	6.5	-3.7
- Cc1c(C(C)(C)C)sc(=NC(=O)c2ccccc2O)n1C
→ 1.5	i	1.9	i	2.4	1.8	-7.5	-6.5	-27.3	1.3
- CN1CCn2cnc(C(=O)NCC(=O)OC(C)(C)C)c2C1=O
→ -4.3	i	3.8	i	3.3	-1.4	-4.8	/	6.0	0.7
- COCCNC(=S)N(C)[C@H]1C[C@H]2c3cc(N4CCN(C)CC4)ccc3CCN2C(=O)[C@H]1[C@H](C)O
→ -1.9	i	1.5	i	2.9	-1.8	-0.9	/	-1.7	-0.4
- C/C(=C\c1ccccc1)C(=O)NCCc1ccccc1
→ -2.2	i	-1.8	i	-1.7	-1.0	28.8	-8.0	-2.8	1.3
- CC(=O)N1CCc2cc(S(=O)(=O)NC(Cc3ccccc3)C(=O)NC3CCCCCC3)ccc21 (stereo not drawn)
→ 2.0	i	1.8	i	7.5	0.5	-0.4	-5.5	6.9	1.3

# (cont.)
# Below each SMILES: Rin1 Abl inh	Neddyl block	CSN deneddyl inh	Rpn11 block	DNMT1 inh	LMPTP block	SUMO1-SIM PPI	Scp-1 inhibitor	NadD block	STEP inh
- CCOC(=O)c1cc(-c2ccc(F)cc2)n(CC(=O)NC(C)CC)c1C (stereo not drawn)
→ -7.6	i	-2.5	i	-2.7	0.5	-0.9	-1.8	-0.7	1.1
- CC/C(=N\NC(=O)CCC(=O)NCc1ccccc1)c1ccc(O)cc1
→ -1.1	i	-2.2	i	2.9	0.2	-0.1	4.6	0.5	-0.7
- CC1CN(C(=O)C2(C)CC2(Br)Br)CC(C)O1 (stereo not drawn)
→ 0.7	i	-1.4	i	-3.7	-2.2	2.4	-4.9	-3.1	4.0
- COc1cc(N)c2ncsc2c1
→ 4.3	i	19.6	i	-7.9	-1.4	-0.5	-4.7	0.6	-3.2
- CC1=C(C(=O)N2CCOCC2)CC(CC(=O)NCCN2CCOCC2)C(=O)N1Cc1ccc(F)cc1 (stereo not drawn)
→ -2.0	i	3.5	i	9.9	-3.2	0.6	/	1.9	1.1
- C=CCc1cccc(/C=N/NC(=O)c2ccc3nc[nH]c3c2)c1O
→ -3.7	i	-0.9	i	-2.9	2.4	-9.4	-1.1	3.5	-2.0
- O=C(COc1nncc2ccccc12)Nc1ccc(F)c(F)c1
→ 2.6	i	6.9	i	0.7	-0.2	2.1	-0.3	-9.4	0.5
- N#CCCC(C#N)(c1cccnc1)N1CCOCC1 (stereo not drawn)
→ 1.6	i	-0.9	i	-4.8	-2.7	-0.6	/	-0.1	-2.1
- COc1cccc(C2NC(=O)NC(C)=C2C(=O)Nc2ccc(C)cc2)c1OC (stereo not drawn)
→ 5.3	i	-0.1	i	-0.2	0.4	-0.5	-1.1	2.6	0.1
- COc1ccc([C@H]2CC(=O)C[C@@H](CCn3cc(-c4ccncc4)nn3)O2)cc1
→ /	i	-8.9	/	/	-2.2	2.1	/	-2.3	/
- Cc1nnc(SCC(=O)Nc2ccc([N+](=O)[O-])cc2)n1C
→ -1.7	i	-1.2	i	-3.1	-0.4	-23.3	-3.5	1.3	2.7
- COc1ccccc1CNc1nc2ccccc2n1CCN1CCCCC1
→ 3.5	i	3.0	i	0.7	6.1	-1.6	-9.0	-3.0	1.8
- COc1ccc(-c2nc(-c3ccccc3)nc(N3CCN(C)CC3)c2C#N)cc1
→ -2.7	i	-1.4	i	-2.1	-2.2	-3.6	-4.6	-5.8	2.5
- COc1ccc(-n2ncc3c(=O)n(CC(=O)Nc4ccc5c(c4)OCCO5)cnc32)cc1
→ 1.1	i	7.7	i	2.2	0.7	5.3	9.2	-3.8	-6.8
- O=C(Nc1ccccc1)C(Cl)C(=O)c1ccccc1 (stereo not drawn)
→ 0.6	i	-4.1	i	-2.4	1.1	1.5	-8.6	-3.1	11.2
- CCCNS(=O)(=O)c1ccc(C(=O)NCC2CCCO2)cc1 (stereo not drawn)
→ -3.0	i	2.3	i	2.4	-0.2	1.8	1.5	1.2	2.2
- O=C(NCc1ccncc1)c1ccc2nc([C@@H]3O[C@H](CO)[C@H](O)[C@H](O)[C@H]3O)[nH]c2c1
→ 2.2	i	-2.2	i	2.3	1.4	-0.9	/	-7.0	-4.8
- COc1ccccc1-c1nnc(C2CCN(S(=O)(=O)c3cccc([N+](=O)[O-])c3)CC2)o1
→ -0.1	i	-0.8	i	-1.4	-1.0	-23.6	-4.5	3.8	0.1
- COc1ccccc1/C=N/NC(=O)C(=O)NCc1cccnc1
→ -3.9	i	3.0	i	0.5	-0.5	-6.0	-8.0	-2.0	7.5
- COc1cccc(NC(=O)C2CCN(C(=O)NC3CCCCC3)CC2)c1
→ 1.0	i	-2.3	i	1.5	-1.0	-3.8	-4.8	-6.5	-0.3

# Following part.
# Below each SMILES: Rin1 Abl inh	Neddyl block	CSN deneddyl inh	Rpn11 block	DNMT1 inh	LMPTP block	SUMO1-SIM PPI	Scp-1 inhibitor	NadD block	STEP inh
- CN(C(=O)C(C)(C)C)c1ccc(OCC(=O)N2CCc3ccccc3C2)cc1
→ -1.1	i	-2.2	i	2.9	-1.9	-3.1	-7.7	0.1	-0.7
- CC1(C)Oc2ccc3ccc(=O)oc3c2C(/C=N/O)=C1Cl
→ -3.0	i	3.3	i	-0.4	-1.8	-1.7	35.0	3.6	-2.4
- CN(C)c1cccc(NC(=O)c2cccc3ccccc23)c1
→ 1.2	i	-4.5	i	-5.0	0.6	1.7	-9.1	0.3	-0.7
- Cc1cc(O)c(C2(C(F)(F)F)NCCNC2=O)cc1C (stereo not drawn)
→ 5.6	i	1.6	i	1.6	-1.2	-1.8	-8.0	1.2	-2.0
- COc1cc(OC)cc(C(=O)NNC(=O)CNC(=O)c2ccc(Br)o2)c1
→ -1.3	i	0.9	i	-0.5	-0.8	3.0	1.6	-2.5	2.2
- O=C1c2cccc3cccc(c23)C(=O)N1CCN1CCN(C(=S)Nc2ccccc2)CC1
→ -2.2	i	6.1	i	11.3	1.2	-22.7	3.3	1.1	1.3
- CC(=O)NC(=S)Nc1cccc2c(C)cc(C)nc12
→ 0.9	i	-1.7	i	-4.4	-2.2	-2.6	4.5	0.2	-1.2
- COc1ccc(NC(=O)c2ccc(C(=O)Nc3ccc(OC)cc3OC)cc2)c(OC)c1
→ -1.3	i	0.3	i	3.9	-1.6	4.2	5.4	-6.0	-0.5
- CCCCONc1ncnc2nonc12
→ -3.6	i	-11.6	i	1.4	0.4	-9.8	12.6	-0.7	-2.4
- COc1c(Cl)cc(C(=O)Nc2cccnc2)cc1Cl
→ 1.0	i	1.3	i	1.1	-1.3	-0.7	/	-1.8	-2.5
- COc1ccc(-c2cn(-c3cccc(C)c3)c(=O)[nH]2)cc1OC
→ -1.0	i	1.8	i	-3.7	-1.5	2.5	-3.9	-4.6	2.6
- CCOc1ccccc1NC(=O)NCCN1CCCCC1
→ -2.9	i	2.0	i	5.8	-2.6	-4.0	-2.0	-2.5	-6.2
- COc1cccc(Cn2cccc(NC(=O)NC3CCCCC3)c2=O)c1
→ -0.2	i	11.4	i	-11.6	0.5	0.9	-7.7	-3.8	1.7
- Cc1ccc(C(=O)Cc2nnc(C)s2)cc1
→ 1.0	i	-2.0	i	-8.5	-1.6	0.7	-7.6	0.4	9.1
- CCCCCC(=O)N1CC2(CC(c3cccc(NC(=O)COc4ccc(Cl)cc4)c3)=NO2)C[C@@H]1C(N)=O (stereo partly drawn)
→ -1.9	i	3.0	i	-2.6	0.8	-3.5	-0.2	7.5	2.3
- CCOC(=O)C1(CC2CCCCO2)CCN(C(=O)Nc2ccc(C)c(C)c2)CC1 (stereo not drawn)
→ 0.5	i	-2.7	i	-0.3	2.8	3.1	-11.1	0.3	-3.1
- CCCCc1nnc(NC(=O)CN(C)S(=O)(=O)c2ccc(C)cc2)s1
→ -0.1	i	-3.5	i	0.7	-0.4	-6.5	-9.2	-4.0	3.4

# Individual results from the results shown.
# CN(C(=O)C(C)(C)C)c1ccc(OCC(=O)N2CCc3ccccc3C2)cc1 – Scp-1 inhibitor: -7.7
# COc1cccc(Cn2cccc(NC(=O)NC3CCCCC3)c2=O)c1 – STEP inh: 1.7
